Tb PYK inh – inhibitors of Trypanosoma brucei pyruvate kinase; Q57TT1; TbPYK enzyme, Kinase-Glo Plus ATP luminescence, 45 min; Potency, µM (top dose mostly 76.8 µM), inactives show at the highest dose activity, negative = inhibition, hits mostly inhibitors; 0.12% of 410,000 active; AID 624173; also: nearly all actives have a fitted effect of over 50% in size
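TbPYK + substrate in 50 mM TEA pH 7.2, 100 mM KCl, 10 mM MgCl2, 0.05% BSA, 0.01% Tween-20; cpd pinned; ADP 130 uM final; 45 min RT; Kinase-Glo Plus 10 min; luminescence endpoint.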
Sm TGR block – S. mansoni TGR enzyme inhibition. Potency, µM (highest dose often 114 µM), for the others: top-dose activity change, negative = inhibition, hits mostly inhibitors. purified TGR, DTNB reduction, TNB absorbance 405 nm. 3% of 360,000 active. Q962Y6; also: nearly all actives have a fitted effect of over 60% in size
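First, TGR (20 nM dispensed) and NADPH were mixed with compound. Second, a 15 min room-temperature incubation followed. Third, further NADPH and then DTNB were added to start the reaction. Finally, TNB absorbance was monitored kinetically.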
Pf growth 96h – P. falciparum growth inhibition at 96 hours; 6.9% of 320,000 active; P. falciparum luciferase reporter growth, 96 h; AID 504834; Potency, µM (doses to about 28.7 µM), without a hit: top-dose activity change, negative = inhibition, most hits filed as inhibitors
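Delayed-death screen, second-generation endpoint: infected erythrocytes, 2% hematocrit, 0.05% parasitemia final; 96 hours at 37 C, 5% CO2; luciferase detection reagent; luminescence decrease equals reduced growth.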
LmPK inh – blocks Leishmania mexicana pyruvate kinase activity. Q27686. purified LmPK, Kinase-Glo ATP luminescence, 1 h. Potency, µM (doses to about 57.5 µM), without a hit: at the top dose activity change, negative = inhibition, actives largely listed as inhibitors. 0.37% of 290,000 active
Target sequence (Q27686 whole entry, looked up): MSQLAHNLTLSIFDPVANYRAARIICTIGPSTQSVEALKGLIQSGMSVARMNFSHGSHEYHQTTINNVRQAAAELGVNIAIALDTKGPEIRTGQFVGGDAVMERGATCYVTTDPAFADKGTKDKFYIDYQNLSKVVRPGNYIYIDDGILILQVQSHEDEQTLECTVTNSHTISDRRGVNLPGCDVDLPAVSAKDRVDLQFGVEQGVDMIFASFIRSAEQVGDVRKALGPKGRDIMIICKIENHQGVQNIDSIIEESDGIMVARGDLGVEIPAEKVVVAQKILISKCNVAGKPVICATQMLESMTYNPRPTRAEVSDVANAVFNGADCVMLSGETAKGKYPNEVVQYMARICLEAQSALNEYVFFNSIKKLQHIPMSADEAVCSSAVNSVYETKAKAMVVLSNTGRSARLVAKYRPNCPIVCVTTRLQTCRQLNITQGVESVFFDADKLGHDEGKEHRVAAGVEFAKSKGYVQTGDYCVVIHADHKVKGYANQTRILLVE
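qHTS format; LmPK 0.1 nM; substrates PEP 0.5 mM and ADP 0.1 mM. One-hour room-temperature incubation, then coupled luciferase luminescence; 0.5 nM enzyme wells mark activation.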
Pf growth 48h – inhibits P. falciparum growth in the first generation, 48 h; P. falciparum luciferase growth in erythrocytes, 48 h; Potency, µM (top dose mostly 28.7 µM), without a hit: at the highest dose activity change, negative = inhibition, hits mostly inhibitors; 5.9% of 310,000 active
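Compounds are pin-transferred into medium, infected erythrocytes (2% hematocrit, 0.1% parasitemia final) are added, and plates sit one parasite generation at 37 C in 5% CO2. Detection reagent is then added and luminescence measured.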
HCV inh – blocks hepatitis C virus; Huh7.5.1 HCVcc-Cre infection, luciferase reporter, 44 h; AID 651820; Potency, µM (top dose mostly 41.8 µM), without a hit: top-dose activity change, negative = inhibition, most hits filed as inhibitors; 3.4% of 340,000 active
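HCVcc-Cre virus at an moi near 0.5 was added right after compound to cells cultured 4 h from seeding (1,000 cells/well). Luciferase activity was determined 44 h later, 15 min after substrate addition at RT.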
* hit, by the source's call; i = inactive; ? = inconclusive; / = no result given; & = joins results of further samples; [ ] = dose if it differs, or a comment. Calls follow the shape of the dose curve; as a rule, active = well fitted curve in the direction sought with a large enough effect; inconclusive = small, poorly fitted or top-dose-only effect, or another doubt; inactive = no such curve, though single readings can be large; an effect the other way counts as inactive or inconclusive. % is scaled to controls: 0 for no effect and ±100 for the full control effect; potency is read from the fitted curve at half-maximal effect.

molecule	Tb PYK inh	Sm TGR block	Pf growth 96h	LmPK inh	Pf growth 48h	HCV inh
O=C1CN(c2nc(-c3ccccc3)c3cc(Cl)ccc3n2)c2ccccc2N1	-10%	10%	87%[activator]	-4%	-3%	33%[activator]
C=CCOC(=O)C1=C[C@H](c2ccc(C(F)(F)F)cc2)[C@@H](CCCO)[C@H](OCC)O1	-2%	-13%	9.3µM*	4%	?	?
COc1ccc(Br)cc1CN(C)C(C)C(=O)Nc1cccc(C(C)=O)c1 (centres undefined)	-3%	22µM*	?	11%	?	?
N#C/C(=C/c1ccc(N2CCCCC2)cc1)c1cccc(F)c1	-8%	1%	0%	-10%	35%[activator]	?
CN(C)CCCN(C(=O)c1ccc(S(=O)(=O)N2CCCCC2)cc1)c1nc2cc3c(cc2s1)OCO3	-6%	-11%	-6%	5%	12µM*	?
COC(=O)c1ccccc1NC(=O)CSc1nnnn1CC(=O)O	-3%	-3%	?	-1%	35%[activator]	39%[activator]
O=C(Nc1ccc(F)cc1)c1nsc(Cl)c1Cl	-4%	-1%	i	?	?	?
Cc1cc(C)c(NC(=O)CN(c2ccccc2)S(=O)(=O)N(C)C)c(C)c1	-4%&-5%	0%&-11%	-18%	6%	/	9%
O=[N+]([O-])c1cc(Cl)ccc1-c1nc(-c2ccccc2)no1	3%	1%	-4%	-8%	245%[activator]	1%
COc1cc(NC(=O)c2cccnc2)c(Cl)cc1NC(=O)c1ccccc1	-6%	-20%	18%	12%	9%	-3%
O=C1/C(=C/c2ccncc2)SC(=S)N1N1CCOCC1	-15%	0.89µM*	-1%	4%	10%	6%
CC(=O)c1c(O)c2cccc3c2n(c1=O)CCC3	2%	0%	7%	2%	-10%[0.00184 µM]	-4%
Cc1ccc(CNC(=O)C2CCC(=O)N(C3CC3)C2)cc1 (centres undefined)	0%	-13%	6%	-2%	15%	2%
O=C(Oc1ccc2c(c1)OCO2)c1cccs1	-12%	8%	6%	-21%	-14%	14%
Cc1ccc(C)c(S(=O)(=O)N2CCN(C(=O)Cn3[nH]c(=O)c4ccccc4c3=O)CC2)c1	2%	3%	?	/	?	-1%

Next part:
molecule	Tb PYK inh	Sm TGR block	Pf growth 96h	LmPK inh	Pf growth 48h	HCV inh
COc1ccc(NC(=O)NN(C(=O)c2ccccc2)C(C)(C)C)cc1	-1%	2%	-18%	-1%	-20%	20%
CCOC(=O)c1ccc(N2C(=O)CC(NNC(=O)c3ccc(Br)s3)C2=O)cc1 (centres undefined)	-3%	-18%	-11%	5%	47%	-7%
COc1ccc(CNC(=O)c2ccc(-c3ccccc3)cc2)cc1	-2%	-3%	52%[activator]	5%	11%	-23%
Cc1cc(C)cc(C(=O)Nc2cccnc2Cl)c1	1%	2%	-6%	-4%	17%	-6%
C[C@H](NCc1c[nH]c2ccccc12)c1ccccc1	3%	-9%	-19%	-2%	-10%	4%
COc1ccc(C)cc1S(=O)(=O)n1cnc2ccccc21	-1%	11%	6%	-4%	16%	-2%
FC(F)(F)c1cccc(Cc2noc(CN3CCCC3)n2)c1	1%	0%	-9%	2%	18%	-2%
CCN(Cc1ccccc1)C(=O)c1cc(COc2c(F)cccc2F)on1	5%	14%	14%	3%	-14%	7%
O=C(NCc1nc2ccccc2[nH]1)C1=C[C@H](c2ccc(C(F)(F)F)cc2)C[C@H](OCc2ccc(CO)cc2)O1	0%	-4%	?	2%	?	-3%
Cc1ccccc1N(CC(=O)NCCSCc1ccco1)S(C)(=O)=O	-2%	22µM*	?	0%	-10%	-3%
COc1ccc(CN2CCC(C(=O)N3CCCC(C)C3)CC2)cc1OC (centres undefined)	-11%	/	26%	-2%	13%	-9%
CC(NC(=O)CN(c1ccc(F)cc1)S(C)(=O)=O)c1ccccc1 (centres undefined)	-13%	10%	9%	-3%	-2%	32%[activator]
CCOC(=O)C1(Cc2cccc(OC)c2)CCCN(CCO)C1 (centres undefined)	-2%	-17%	?	0%	-19%	3%
Cn1c(=O)c2c(nc(N3CCN(Cc4ccccc4)CC3)n2CCSc2ncccn2)n(C)c1=O	/	4%	?	-4%	24%	8%
Cn1nc(-c2ccc(C(=O)Nc3ccc(F)cc3)cc2)c2ccccc2c1=O	-18%&1%	4%&-1%	8%	2%	?	?

An excerpt from above, reduced to LmPK inh and Pf growth 48h.
structure	LmPK inh	Pf growth 48h
Cc1cc(C)cc(C(=O)Nc2cccnc2Cl)c1	-4%	17%
CCOC(=O)C1(Cc2cccc(OC)c2)CCCN(CCO)C1 (centres undefined)	0%	-19%

Remaining list, next part
molecule	Tb PYK inh	Sm TGR block	Pf growth 96h	LmPK inh	Pf growth 48h	HCV inh
COc1ccc(-c2nnc(SCc3ccccc3F)o2)cc1	1%	3%	240%[activator]	-4%	/	-12%
CCOCC(=O)Nc1c(C(=O)Nc2ccc3c(c2)OCCO3)oc2ccccc12	2%	-1%	138%[activator]	0%	147%[activator]	?
CN(C)S(=O)(=O)c1ccc(C(=O)NCC(=O)Nc2ccc(F)c(F)c2)cc1	-5%	2%	6%	3%	-6%	14%
CSc1ccc(CN(C)C(C)C(=O)NCc2ccccc2)cc1 (centres undefined)	-2%	-12%	?	8%	8%	16%
O=C(NCCS(=O)(=O)NCc1ccccc1)c1ccc2c(c1)OCO2	-2%	-1%	-22%	/	46%[activator]	6%
CCCC1N2CC3([N+](=O)[O-])CN1CC([N+](=O)[O-])(C2)C3(C)C (centres undefined)	-5%	4%	?	1%	10%	3%
CCOC(=O)C1(C)C=C(Nc2ccccc2)C(=O)N1c1ccccc1 (centres undefined)	-2%	4%	22%	2%	28%	?
O=C(CN1C(=O)COc2ccccc21)N(Cc1cccnc1)Cc1cccc(F)c1	2%	-2%	-4%	0%	?	-3%
Cn1c(SCc2ccccn2)nnc1-c1ccncc1	0%	-2%	/	9%	-7%	-8%
COc1ccc(C)cc1NC(=O)CCN1CCN(C/C=C/c2ccccc2)CC1	-6%	-8%	-3%	0%	?	-29%
O=C(Nc1ccc2c(c1)OCO2)c1ccc([N+](=O)[O-])cc1[N+](=O)[O-]	-2%	-21%	25%	-4%	-8%	?
COc1ccc(CN2CCC(CO)(Cc3ccccc3C(F)(F)F)CC2)c(F)c1	-1%	5%	?	0%	4.7µM*	?
CCCCSc1nnc(-c2ccc(C)cc2)c2ccccc12	-17%	-3%	?	-4%	?	?
Cc1ccccc1Nc1cc(C(=O)NCc2ccco2)c2ccccc2n1	6%	1%	i	-2%	9%	?
C=CCn1c(SCC(=O)c2ccc(O)c(O)c2)nnc1-c1cccnc1	-7%	?	0%	9%	4%	-3%

Continuation.
molecule	Tb PYK inh	Sm TGR block	Pf growth 96h	LmPK inh	Pf growth 48h	HCV inh
CNc1nc(=S)[nH]c2ccccc12	2%	-9%	-8%	-2%	?	-6%
O=C(Nc1ccc(S(=O)(=O)Nc2ncccn2)cc1)C12CC3CC(CC(C3)C1)C2	-6%	3%	45%[activator]	-9%	5%	43%[activator]
COC(=O)c1cc(Cl)c(NC(=O)c2ccco2)cc1OC	3%	20%	-1%	2%	-7%	?
COCCn1c(Cc2cccn2C)nnc1SCC(=O)NCc1ccc2c(c1)OCO2	5%	-16%	?	8%	10%	18%
NS(=O)(=O)c1ccc(CNS(=O)(=O)c2cccc3nonc23)cc1	-3%	-24%	44%	12%	6%	10%
COc1ccc(NS(=O)(=O)c2ccc(O)c(C(=O)OCC(=O)NC3CCCCC3)c2)cc1	0%	10%	-2%	-1%	-28%	20%
C[C@H]1CN=C(N(C)C)N1CC1CCCCC1	2%	-9%	52%[activator]	/	-15%	-8%
COc1ccc(S(=O)(=O)N2CCCC2CNC(=O)C(=O)NC2CCCCCC2)cc1 (centres undefined)	1%	2%	?	/	?	?
Cc1cccc(N(CC(O)CN2CCCC2)S(=O)(=O)c2ccccc2)c1 (centres undefined)	0%	-7%	3%	0%	5%	13%
COc1ccc(N(CC(=O)NC(C)(C)C)C(=O)c2ccco2)cc1	0%	-6%	-6%	-1%	-15%	13%
CCCOc1ccc(Cc2nn[nH]n2)cc1	-5%	-1%	?	0%	25%	8%
CCOC(=O)c1ccc(NC(=O)NC2CC3CCC(C2)N3C(=S)NC)cc1 (centres undefined)	4%	1%	20%	9%	-1%	?
CCN(CC)S(=O)(=O)c1ccc2c(c1)nc(CCC(=O)O)n2CC	-4%	18%	-14%	8%	14%	15%
O=C(O)CCCC(=O)Nc1ccc(Oc2cccc(C(F)(F)F)c2)nc1	4%	2%	-3%	0%	39%[activator]	14%
CC(C)(C)C(=O)O/N=C(\N)c1ccc([N+](=O)[O-])s1	2%	-12%	?	1%	?	?

Quoted from the listing:
Sm TGR block, COC(=O)c1cc(Cl)c(NC(=O)c2ccco2)cc1OC = 20%
Sm TGR block, COc1ccc(S(=O)(=O)N2CCCC2CNC(=O)C(=O)NC2CCCCCC2)cc1 (centres undefined) = 2%
Tb PYK inh, CCN(CC)S(=O)(=O)c1ccc2c(c1)nc(CCC(=O)O)n2CC = -4%
Sm TGR block, CC(C)(C)C(=O)O/N=C(\N)c1ccc([N+](=O)[O-])s1 = -12%

Remaining list, next part
molecule	Tb PYK inh	Sm TGR block	Pf growth 96h	LmPK inh	Pf growth 48h	HCV inh
Cc1cc(S(=O)(=O)Nc2ccc(C(=O)NCc3ccncc3)cc2)ccc1F	-2%	-1%	-1%	/	?	-9%
O=C(NN=C1CCCCCC1)NC1CCCCC1	-4%	?	?	0%	1%	10%
C=CCNC(=S)NNC(=O)c1csc(C)c1CC	2%	-3%	?	-2%	/	4%
Cc1ccc(NC(=O)CSc2nnc(C)c(=O)[nH]2)cc1C	0%	1%	-38%	0%	3%	17%
COc1ccccc1NC(=O)CCN1C(=O)/C(=C/c2cc(OC)c(OC)c(OC)c2)SC1=S	9%	4%	1%	-1%	27%	-12%
Cc1cc(OCCCCCNCCO)ccc1Cl	-1%	-2%	-15%	4%	?	?
Cc1noc(/C=C/c2ccco2)c1S(=O)(=O)N1CCC(C(=O)NC(C)c2ccccc2)CC1 (centres undefined)	0%	0%	?	1%	/	?
O=C(Nc1ccc(Cl)cn1)c1ccc(Oc2ccccc2)cc1	-4%	-14%	?	-7%	90%[activator]	?
Cc1ccccc1NC(=O)C1CCCN1/C=C/C(=O)C(F)(F)F (centres undefined)	-3%	-18%	-14%	1%	5%	-12%
Cc1cc(N2CCCC2=O)cc(C)c1S(=O)(=O)NCCOc1ccc(C(C)(C)C)cc1	1%	-1%	?	-6%	13µM*	11µM*
Cc1ccc(C2(C(F)(F)F)N=C3Sc4cc(C)ccc4N3C(=O)N2)cc1 (centres undefined)	/	-1%	?	1%	101%[activator]	/

2 entries from above, reformatted.
Results follow in this order: Tb PYK inh, Sm TGR block, Pf growth 96h, LmPK inh, Pf growth 48h, HCV inh
- Cc1ccccc1NC(=O)C1CCCN1/C=C/C(=O)C(F)(F)F (centres undefined)
 : -3%, -18%, -14%, 1%, 5%, -12%
- Cc1noc(/C=C/c2ccco2)c1S(=O)(=O)N1CCC(C(=O)NC(C)c2ccccc2)CC1 (centres undefined)
 : 0%, 0%, ?, 1%, /, ?

Screening results: PubChem BioAssay, National Center for Advancing Translational Sciences (NCATS)
